# ELG1 DNA repair – inhibitors of ELG1-dependent DNA repair in HEK293T cells; 330,000 compounds, 2.3% hits; Potency, µM (titrated, usually from 46.1 µM), without a hit: at the top dose activity change, negative = inhibition, most hits filed as inhibitors; HEK293T ELG1-luciferase reporter, luminescence, 16 h; DNA damage induced by 5-fluorouridine; note: potency is the fitted concentration of half-maximal effect; % is set by controls: 0 for no effect and ±100 for the full control effect; nearly all actives have a fitted effect of over 55% in size
#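 In this reporter screen, reduction of luminescence relative to DMSO vehicle indicated activity. Compounds and 5-fluorouridine were added together to 2,000 cells per well, incubated for 16 hr at 37 °C, then developed with ONE-Glo.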
# Menin MLL FP TR – menin-MLL binding inhibition, Texas Red mutant peptide; O00255; Menin + Texas Red MLL mutant peptide, fluorescence polarization; Potency, µM (doses to about 61.6 µM), without a hit: at the top dose FP activity change, negative = inhibition, hits mostly inhibitors; 270,000 compounds, 0.23% hits; AID 1768; active = well fitted inhibition curve with a large enough effect in the polarisation, with a control signal flat, not every such curve was filed as active; inconclusive = small, poorly fitted or top-dose-only effect, or effect the other way, or a change in a side signal; inactive = no such curve, though single readings can be large or run the other way; the % refers to the polarisation; note: potency is the fitted concentration of half-maximal effect; % of control where 0% means no effect; many of its hits are not listed in these tables
# MBNL1-CUG inh – blocks human MBNL1 binding to CUG repeat RNA; Q9NR56; TR-FRET MBNL1-His/biotin-(CUG)12 binding, 665/545 ratio; Potency, µM (doses to about 57.5 µM), for the others: top-dose activity change, negative = inhibition, hits mostly inhibitors; 280,000 compounds, 0.036% hits; AID 2675; active = well fitted inhibition curve with a large enough effect in the signal ratio, with a control signal flat, not every such curve was filed as active; inconclusive = small, poorly fitted or top-dose-only effect, or effect the other way, or a change in a side signal; inactive = no such curve, though single readings can be large or run the other way; the % refers to the signal ratio; note: potency is the fitted concentration of half-maximal effect; % is set by controls: 0 for no effect and ±100 for the full control effect
#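 Ratiometric TR-FRET (665 over 545 nm, excitation 340 nm) tracks disruption of MBNL1-His/biotin-(CUG)12 complex after 60 min at room temperature, with compounds at 92 nM to 58 uM final.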
# PKM2 activator – activators of human pyruvate kinase M2; AID 1631; purified PKM2, Kinase-Glo ATP luminescence, activation; response scale: 0% is enzyme alone, no compound; 260,000 compounds, 0.34% hits; P14618; Potency, µM (highest dose often 57.5 µM), for inactives: at the highest dose activation, usual class: activators; note: potency is the fitted concentration of half-maximal effect; % is set by controls: 0 for no effect and ±100 for the full control effect; nearly all actives have a fitted effect of over 55% in size
# Target sequence (P14618 whole entry, looked up): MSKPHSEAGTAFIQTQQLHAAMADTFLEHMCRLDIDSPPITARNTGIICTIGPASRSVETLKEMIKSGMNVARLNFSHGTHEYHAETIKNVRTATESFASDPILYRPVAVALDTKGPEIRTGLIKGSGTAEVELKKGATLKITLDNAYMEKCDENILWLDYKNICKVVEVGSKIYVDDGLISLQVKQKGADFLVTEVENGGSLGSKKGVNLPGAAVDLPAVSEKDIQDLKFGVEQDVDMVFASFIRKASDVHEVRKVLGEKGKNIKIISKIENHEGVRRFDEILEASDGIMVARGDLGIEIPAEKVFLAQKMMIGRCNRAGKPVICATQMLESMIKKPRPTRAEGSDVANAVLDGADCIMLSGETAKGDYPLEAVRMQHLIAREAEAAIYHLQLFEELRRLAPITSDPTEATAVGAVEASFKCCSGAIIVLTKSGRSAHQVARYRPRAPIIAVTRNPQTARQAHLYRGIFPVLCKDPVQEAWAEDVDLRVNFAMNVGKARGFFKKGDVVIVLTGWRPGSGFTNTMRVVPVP
#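 hPK-M2, >95% pure; 0.1 mM ADP / 0.5 mM PEP final; imidazole pH7.2 buffer w/ 7 mM MgCl2, 50 mM KCl; 1 h RT; Kinase-Glo lum. Intermediate enzyme activity for dual inhibitor/activator qHTS.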
# KCNH2 3.1 block – inhibitors of human KCNH2 3.1 potassium channel isoform. activity change, % (tested at about 1.8 µM). 340,000 compounds, 0.95% hits. U2OS KCNH2 3.1, thallium flux FluxOr; active compounds read low;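 active = maximum activity change below -70%; inconclusive = maximum activity change from -70% to -50%; inactive = maximum activity change above -50%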;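 note: thallium influx rate constant from kinetic fluorescence after stimulation buffer; % is set by controls: 0 for no effect and ±100 for the full control effect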
#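 Virally transduced U2OS (3.1 isoform, 4 h infection in dark at RT) → overnight 37 C → FluxOr + Red40 in HBSS/HEPES, 45 min → stimulation buffer, 2 min kinetic read → rate constant vs DMSO controls.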
# VP16 counter – Gal4-VP16 reporter inhibition counter-screen; Drosophila S2 Gal4-VP16 UAS-luciferase, luminescence, 20 h; Potency, µM (doses to about 53.6 µM), inactives show at the top dose activity, negative = inhibition, actives largely listed as inhibitors; 310,000 compounds, 3.5% hits; AID 2546;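 note: Gal4-VP16 expression switched on by copper sulfate through the metallothionein promoter; potency is the fitted concentration of half-maximal effect; % is set by controls: 0 for no effect and ±100 for the full control effect; nearly all actives have a fitted effect of over 50% in size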
# Mito fusion yeast – inhibitors of mitochondrial division or activators of mitochondrial fusion; S. cerevisiae fusion-defective mutant growth rescue, CellTiterGlo 48 h; AID 485298; 320,000 compounds, 0.23% hits; Potency, µM (doses to about 46.1 µM), without a hit: at the highest dose growth rescue (activation), hits mostly activators;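 note: potency is the fitted concentration of half-maximal effect; % of control where 0% means no effect; nearly all actives have a fitted effect of over 45% in size; temperature-sensitive fusion mutants such as fzo1-1 at 37 °C on non-fermentable ethanol glycerol medium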
#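 Temperature-sensitive fusion-defective S. cerevisiae (e.g. fzo1-1, mgm1-5) were grown with compound in YPEG medium (3% ethanol, 3% glycerol) for 48 hours at 37C. Growth rescue was measured as viability by CellTiterGlo luminescence after 10 minutes at ambient.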
# RORgamma inh – ROR gamma (mouse) transcription inhibition; Potency, µM (highest dose often 53.6 µM), without a hit: at the top dose activity change, negative = inhibition, usual class: inhibitors; Drosophila S2 Gal4-RORgamma UAS-luciferase reporter, 20 h; 310,000 compounds, 5.4% hits; note: potency is the fitted concentration of half-maximal effect; % is set by controls: 0 for no effect and ±100 for the full control effect; nearly all actives have a fitted effect of over 60% in size
#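 Compounds are pin-transferred onto Drosophila Schneider cells expressing a copper-inducible Gal4–ROR gamma transactivation domain fusion. After 1 hr, copper sulfate is added to 700 uM final; luciferase is read 20 hr later.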
# FLuc modulator – firefly luciferase modulation, counter-screen for miR-21 project. 360,000 compounds, 6.9% hits. purified FLuc, Km substrates, luminescence inhibition. AID 588342. Potency, µM (highest dose often 57.5 µM), for the others: at the highest dose activity change, negative = inhibition, hits mostly inhibitors. P08659;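 note: potency is the fitted concentration of half-maximal effect; plate controls were vehicle for no effect and reference inhibitor for full effect; nearly all actives have a fitted effect of over 55% in size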
# Target sequence (P08659 whole entry, looked up): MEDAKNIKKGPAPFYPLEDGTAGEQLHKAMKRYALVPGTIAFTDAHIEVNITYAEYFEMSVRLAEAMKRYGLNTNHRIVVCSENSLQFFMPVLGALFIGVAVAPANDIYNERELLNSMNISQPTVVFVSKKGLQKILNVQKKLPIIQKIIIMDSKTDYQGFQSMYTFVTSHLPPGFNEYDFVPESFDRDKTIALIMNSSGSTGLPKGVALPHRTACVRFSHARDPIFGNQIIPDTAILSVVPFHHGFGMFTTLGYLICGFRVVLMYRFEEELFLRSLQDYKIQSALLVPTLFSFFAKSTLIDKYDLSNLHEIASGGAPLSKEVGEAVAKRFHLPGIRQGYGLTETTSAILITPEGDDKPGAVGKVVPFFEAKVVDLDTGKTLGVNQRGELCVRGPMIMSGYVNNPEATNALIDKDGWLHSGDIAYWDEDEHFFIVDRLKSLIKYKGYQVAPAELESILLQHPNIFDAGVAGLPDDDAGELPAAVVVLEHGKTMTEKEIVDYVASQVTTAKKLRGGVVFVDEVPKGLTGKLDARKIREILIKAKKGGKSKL
#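 Purified P. pyralis luciferase, 10 nM final, with Km-level 10 uM D-luciferin and 10 uM ATP in 50 mM Tris acetate pH 7.5, 10 mM Mg acetate, 0.01% Tween-20, 0.05% BSA; 6-point qHTS titration about 60 µM downward; luminescence read.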
# Rab9 prom act – activators of Rab9 promoter | Huh7 Rab9 promoter-luciferase reporter, luminescence, 24 h | Potency, µM (highest dose often 9.22 µM), without a hit: top-dose activation, negative = inhibition, usual class: activators | 320,000 compounds, 2.8% hits; note: potency is the fitted concentration of half-maximal effect; % of control where 0% means no effect; nearly all actives have a fitted effect of over 60% in size
#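 Cells were plated at 1500 per well in reduced-serum medium with 10% FBS and left 2 h. Compound in DMSO was then added for 24 h at 37 °C. Reporter signal was read by luminescence after 10 min with luciferase detection reagent.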
# NPC1 prom act – activators of NPC1 promoter; AID 485313; 320,000 compounds, 2.4% hits; Potency, µM (titrated, usually from 9.22 µM), inactives show at the highest dose activation, hits mostly activators; Huh7 NPC1 promoter luciferase reporter, 24 h;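 note: potency is the fitted concentration of half-maximal effect; % of control where 0% means no effect; nearly all actives have a fitted effect of over 60% in size; reporter is driven by a mutant NPC1 promoter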
#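 Huh7 cells stably carrying NPC1 promoter–luciferase, plated in Opti-MEM with 10% FBS for 2 h, were exposed to compound in DMSO for 24 h at 37 °C; luciferase reagent was added for 10 min and luminescence read.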
# The depositor's hits bear a star; ? = inconclusive; nt = no result given; & = joins results of further samples; [ ] = dose if it differs, or a comment. Unless noted, calls come from the whole dose curve; as a rule, active = well fitted curve in the direction sought with a large enough effect; inconclusive = small, poorly fitted or top-dose-only effect, or another doubt; inactive = no such curve, though single readings can be large; an effect the other way counts as inactive or inconclusive. This is a subset. The share of hits here may be higher or lower than overall.
SMILES,ELG1 DNA repair,Menin MLL FP TR,MBNL1-CUG inh,PKM2 activator,KCNH2 3.1 block,VP16 counter,Mito fusion yeast,RORgamma inh,FLuc modulator,Rab9 prom act,NPC1 prom act
COC(=O)c1[nH]c2ccccc2c1NC(=O)CN1CCN(C(=O)c2ccco2)CC1,21µM*,10%,15%,4%,8,12%,-4%,1%,2%,2%,8%
CC(C)(C)OC(=O)NC(=NCCCc1cn(CC(=O)N2CCN(C(=O)OC(C)(C)C)CC2)nn1)NC(=O)OC(C)(C)C,12%,?,-8%,-2%,6,-4%,-1%,19%,0%,-4%,0%
COc1ccc(OC)c(CCNC(=O)CSc2ccsc2[N+](=O)[O-])c1,4%,?,?,4%,1,24%,3%,37%,5%,-2%,0%
Cc1ccc(C(=O)OCC(=O)NC(C)C)cc1S(=O)(=O)N1CCOCC1,2%,9%,-15%,-13%,-9,-5%,?,4%,-3%,-1%,-27%
CCOC(=O)C1C2C=CC3(CN(c4ccc(Cl)c(F)c4)C(=O)C13)O2 (stereo not given),4%,-10%,-2%,-4%,-7,5%,-3%,?,3%,-6%,-2%
COc1ccc(-c2cc(C(=O)Nc3ccc4c(c3)OCO4)no2)cc1OC,?,24%,-6%,1%,0,1%,-3%,-28%,0%&-5%,-2%,-1%
COCCC1CCCCN1C(=O)c1cc(COc2cccc(C(C)=O)c2)on1 (stereo not given),?,nt,-2%,-18%,-1,?,-1%,?,?,?,?
CCC(CC)C(=O)NCCc1cc2c(OC)ccc(OC)c2[nH]c1=O,-1%,13%,3%,3%,-11,-3%,-1%,-19%,1%,5%,-3%
Nc1ccc(C23CC4CC(CC(CO)(C4)C2)C3)cc1,?,-7%,-3%,27%,9,-14%,1%,7%,?,10%,12%
COCCCn1c(=O)/c(=C\c2ccc(OC(F)F)c(OC)c2)s/c1=C(/C#N)C(=O)NCCOC,11%,nt,nt,-3%,5,-6%,8%,-3%,2%,-4%,-1%
NC(=S)N/N=C/c1coc2ccc(Br)cc2c1=O,?,nt,0%,-3%,1,-5%,-3%,-4%,3%,-2%,-6%
C/C(=N\NC(=O)c1ccncc1)c1cccc(NC(=O)c2ccc(Cl)s2)c1,?,nt,0%,nt,0,15%,4%,3%,19µM*,1%,24%
CCCCc1nc2sc3c(SCC(=O)NCc4ccco4)ncnc3c2c2c1CCC2,-11%,?,?,-3%,3,-12%,4%,1%,-2%,1%,-22%
O=C(NCC1CCCO1)c1cc2c([nH]c3ccccc32)c(-c2cccc(Br)c2)n1 (stereo not given),?,39%[activator],11%,0%,-3,3%,1%,?,-1%,-15%,-6%
Cc1ccc2nc(N3CCN(Cc4ccc(F)cc4)C3=O)c(C)cc2c1,14%,2%,3%,0%,21,2%,8%,23%,?,0%,0%
C=CCCC(=O)Nc1nc(C)c(-c2csc(Nc3ccccc3OC)n2)s1,?,?,64%[activator],11%,-5,-10%,4%,30%,?,-12%,-37%[inhibitor]
O=C(N/N=C/c1cc2ccccc2[nH]1)c1ccccc1Cl,-1%,nt,2%,4%,0,27%,0%,-4%,?,13%,3%
CCCc1ccc(S(=O)(=O)N(C)S(=O)(=O)c2ccc(F)cc2)cc1,-9%,7%,4%,-2%,10,-16%,-3%,18%,6%,-8%,2%
COc1ccc(NC(=O)CO/N=C2/CCCc3nonc32)c(OC)c1,-27%,?,nt,-3%,9,-10%,2%,16%,-1%,-4%,-2%
Cc1ccccc1Nc1nc(N)nc(CSc2nnnn2-c2ccccc2)n1,-14%,-1%,3%,2%,-9,4%,-1%,20%,2%,-1%,1%
COc1cc(/C=C2\SC(=Nc3ccc(N4CCOCC4)cc3)N(C)C2=O)ccc1OC(C)C(=O)O (stereo not given),6%,7%,?,5%,17,0%,-4%,?,?,0%,-1%
COc1ccc(CN(Cc2cccnc2)S(=O)(=O)c2ccc(-n3cnnn3)c(C)c2)cc1OC,?,3%,-11%,1%,-5,-6%,5%,4%,0%,1%,3%
Cc1ccc(-c2cc(C(=O)N/N=C/c3ccc(Cl)cc3)n[nH]2)o1,2%,62%[activator],3%,1%,-23,-15%,-1%,25%,?,0%,-2%
COc1ccccc1C(=O)N1CCN(C2CCN(Cc3ccccc3)CC2)CC1,nt,-13%,-7%,4%,-14,8%,-7%,-17%,4%,nt,nt
Cc1ccc(C)c(OCC(=O)Nc2nonc2NC(=O)COc2cc(C)ccc2C)c1,nt,-8%,-6%,-2%,-7,-29%,4%,-24%,-2%,nt,nt

# Going on with the list.
SMILES,ELG1 DNA repair,Menin MLL FP TR,MBNL1-CUG inh,PKM2 activator,KCNH2 3.1 block,VP16 counter,Mito fusion yeast,RORgamma inh,FLuc modulator,Rab9 prom act,NPC1 prom act
O=C1c2ccccc2C(Nc2ccc3c(c2)OCCO3)N1Cc1ccccc1 (stereo not given),-17%,-13%,-2%,0%,14,?,14%,50%,-6%,-6%,-1%
CSc1nnc(C)c(=O)n1COC(=O)COc1ccc(Cl)cc1,-11%,16%,10%,-2%,22,1%,0%,1%,5%,0%,-12%
Nc1cccc(CCc2ccncc2)c1,9%,-1%,4%,0%[11.5 µM],8,6%,0%,-22%,-3%,15%,3%
CCOC(=O)C[n+]1c(C)csc1C,-9%,7%,-11%[11.5 µM],6%,6,-9%,-8%,13%,-2%,-2%,-8%
Cn1c2ccc(Cl)cc2c2nc3ccccc3nc21,-1%,6%,133%[activator],9%,2,-12%,-1%,-31%,?,4%,-4%
O=C(c1ccccc1)c1c[nH]c(C(=O)NCCCN2CCOCC2)c1,14%,14%,-9%,-3%,22,-8%,4%,3%,4%,-1%,1%
O=C1NC2=C(C(=O)CCC2)C(c2ccc3ncccc3c2)N1 (stereo not given),5%,2%,1%,5%,-2,-5%,-5%,-17%,-2%,-3%,2%
CCCC(=O)Nc1cccc(-c2nc3cc(C)c(C)cc3o2)c1,?,21%,46%[activator],5%,-9,?,2%,-33%,0.6µM*,4µM*,2.2µM*
COc1ccc(NC(=O)NCc2ccccn2)cc1OC,20%,-2%,-7%,-6%,-2,4%,-3%,-41%,3%,2%,0%
COc1ccccc1N1CCN(C(=O)c2ccc(S(=O)(=O)N3CCCCC3)cc2)CC1,-21%,8%,-6%,2%,5,12%,-1%,-33%,1%,-2%,-5%
CCC1(c2ccc(F)cc2)NC(=O)N(CC(=O)N2CCc3ccccc3C2)C1=O (stereo not given),-17%,nt,nt,nt,-3,nt,29%,nt,-1%,-1%,2%
Cc1ccc(SCCn2nc(C(=O)O)c3ccccc3c2=O)cc1,-27%,-5%,-2%,-2%,-3,5%,17%,5%,1%,-4%,-3%
CC(C(=O)Nc1sc2c(c1C(=O)NCc1ccco1)CCCC2)N1C(=O)c2ccccc2C1=O (stereo not given),-14%,-3%,-4%,4%,-6,5%,0%,13%,2%,0%,7%
O=C(CNC(=O)c1ccc(Br)o1)NCc1ccccc1,-8%,nt,-3%,-5%,4,-6%,1%,2%,6%,-5%,-6%
O=C(Nc1cc2c(oc1=O)CCCC2=O)c1ccc(Cl)cc1,?,-2%,?,0%,11,9%,0%,21%,?,2%,-1%
Cc1cccc(NC(=O)CSCC(=O)Nc2ccccc2C(=O)NC2CC2)c1,-5%,nt,nt,nt,0,nt,-4%,nt,3%,1%,1%
COc1ccc(COC(=O)CCS(=O)(=O)c2ccc(C)cc2)cc1,10%,nt,nt,nt,-3,nt,8%,nt,0%,-3%,-3%
CCN1CSC(=S)N(Cc2ccccc2)C1,-1%,?,-9%,nt,11,10µM*,-14%,10µM*,1%,-8%,-6%
CCOc1ccc(NC(=O)CSc2nc3ccccc3c(=O)n2CCCC(=O)NCCCN2CCCC2=O)cc1,2%,-30%,-5%,-1%,-2,-1%,3%,2%,-8%,3%,-10%
O=[N+]([O-])c1ccccc1NCCNc1ncc(C(F)(F)F)cc1Cl,?,?,?,9%,-3,4%,10%,?,-17%,25%,8%
CN1C(=O)c2ccc(C(=O)Nc3ccccc3O)cc2C1=O,11%,6%,?,1%,20,-5%,1%,-15%,?,12%,0%
C(=N\N1CCN(C2c3ccccc3-c3ccccc32)CC1)/c1ccncc1,29%,-6%,-4%,0%,20,-8%,10%,-6%,2%,-2%,-19%
C/C(=N\NC(=S)NCCc1ccccc1)c1ccc(Cl)cc1Cl,0%,-6%,-3%,0%,-7,6.3µM*,-8%,1.8µM*,5%,0%,0%
